Assay outcomes from PubChem.
Diaphorase act – diaphorase activation or chemical reduction counter-screen | Diaphorase/resazurin coupled assay, resorufin fluorescence, 16 min; stronger effect = higher value; 1 = vehicle wells, 0 = NADH-free wells | 190,000 tested, 0.005% active | activation factor at 20 µM;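 active = diaphorase activity raised at least twofold by the compound at 20 µM; inactive = activation factor below 2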
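Material: purified diaphorase enzyme from Clostridium kluyveri / Medium: HEPES pH 7.4 buffer with MgCl2 and Tween 20 / Schedule: enzyme reaction of 16 min at room temperature / Measured by: resorufin fluorescence, excitation 544 nm, emission 590 nm / Evaluation: rise in resorufin formation, marking diaphorase activation or chemical reduction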
PMI act – phosphomannose isomerase (human) activation | P34949 | activation factor at 20 µM | 190,000 tested, 0.005% active | purified human PMI, coupled resazurin fluorescence, 20 min; stronger effect = higher value; 1 = vehicle control, 0 substrate-free wells;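 active = activation factor of 2 or more at 20 µM, relative to plate controls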
Target sequence (P34949 whole entry, looked up): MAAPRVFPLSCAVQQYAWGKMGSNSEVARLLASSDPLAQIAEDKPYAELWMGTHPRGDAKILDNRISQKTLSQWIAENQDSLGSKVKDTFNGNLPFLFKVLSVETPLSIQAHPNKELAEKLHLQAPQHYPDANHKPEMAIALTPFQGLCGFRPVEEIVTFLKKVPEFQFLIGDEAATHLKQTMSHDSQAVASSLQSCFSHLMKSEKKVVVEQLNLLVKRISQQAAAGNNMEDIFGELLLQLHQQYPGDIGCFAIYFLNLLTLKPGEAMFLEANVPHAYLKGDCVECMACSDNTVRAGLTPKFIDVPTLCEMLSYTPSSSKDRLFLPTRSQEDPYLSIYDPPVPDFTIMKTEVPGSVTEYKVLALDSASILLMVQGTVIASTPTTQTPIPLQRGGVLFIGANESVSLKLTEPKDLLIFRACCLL
Diaph inh CS – counter-screen for diaphorase-based assays: diaphorase inhibitors and chemical oxidizers; diaphorase resazurin-to-resorufin fluorescence, NADH, 16 min; bacterial (C. kluyveri) enzyme, not human; inhibition, % at 20 µM; 190,000 tested, 0.69% active;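 active = primary screen inhibition at 20 µM above a set limit, cut at about 50% in these data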;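 note: plate controls were DMSO with full reaction for no effect and wells lacking NADH for full effect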
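Test system: diaphorase enzyme from Clostridium kluyveri; amount: diaphorase at 0.14 U/mL in enzyme working solution; detection: fluorescence of resorufin formed from resazurin, Ex 544/Em 590 nm; times: reaction incubation of 16 min at room temperature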
bIAP act – increases bovine intestinal alkaline phosphatase activity; purified bovine IAP, CDP-star luminescence, 30 min; stronger effect = higher value; fold of DMSO-control signal, blank-subtracted; activation factor at 20 µM; 200,000 tested, 0.17% active; AID 1016;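 active = activation factor of 2 or more at 20 µM, a signal rise over negative controls twice the positive control's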
L major viab – inhibitors of Leishmania major promastigote growth; Leishmania major promastigotes, resazurin fluorescence viability; inhibition, % at 10 µM; 200,000 tested, 9% active; in the data active = inhibition above about 50%;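 note: promastigotes grown with compound for 44 hours at 28 °C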
PMI act hi M6P – activators of human phosphomannose isomerase at near-saturating mannose 6-phosphate. P34949. coupled PMI enzyme assay, resazurin fluorescence, 20 min; stronger effect = higher value; 1 = untreated enzyme, 0 = substrate-free blank. 190,000 tested, 0.34% active. activation factor at 20 µM;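 active = activation factor of 2 or more at 20 µM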
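Test system: human PMI in coupled enzyme assay; Input: PMI at 15 ng/mL final; Medium: HEPES buffer, pH 7.4; Schedule: 20 min incubation at room temperature; Technique: resorufin fluorescence at Ex 544/Em 590 nm; Compound: 20 µM single dose; Probe or stimulus: Near-saturating mannose-6-phosphate, 1.0 mM.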
TNAP inh noacc – blocks human TNAP activity with no phosphate acceptor present; P05186; purified TNAP, CDP-star luminescence, 30 min; inhibition, % at 20 µM; 200,000 tested, 0.26% active; AID 1012;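 active = tissue-nonspecific alkaline phosphatase inhibition above about 50% at 20 µM in the single-dose screen, limit read from the data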;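 note: 0% = DMSO negative control and 100% = EDTA positive control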
Target sequence (P05186 whole entry, looked up): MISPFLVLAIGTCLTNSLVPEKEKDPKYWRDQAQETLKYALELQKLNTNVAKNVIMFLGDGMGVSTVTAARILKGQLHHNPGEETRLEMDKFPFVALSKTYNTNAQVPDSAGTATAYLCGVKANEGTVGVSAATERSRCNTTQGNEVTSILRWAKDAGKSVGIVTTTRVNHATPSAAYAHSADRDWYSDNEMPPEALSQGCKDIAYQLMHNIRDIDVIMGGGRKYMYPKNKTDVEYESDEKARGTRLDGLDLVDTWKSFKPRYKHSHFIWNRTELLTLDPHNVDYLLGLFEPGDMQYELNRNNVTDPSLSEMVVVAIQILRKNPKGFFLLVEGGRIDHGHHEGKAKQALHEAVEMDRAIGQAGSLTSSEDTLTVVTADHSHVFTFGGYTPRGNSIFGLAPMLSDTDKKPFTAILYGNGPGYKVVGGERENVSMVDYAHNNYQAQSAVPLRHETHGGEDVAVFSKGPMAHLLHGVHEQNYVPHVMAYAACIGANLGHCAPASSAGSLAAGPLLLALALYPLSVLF
bIAP inhibitor – blocks bovine intestinal alkaline phosphatase activity | purified bovine IAP, CDP-star luminescence, 30 min | AID 1019 | inhibition, % at 20 µM | 190,000 tested, under 10 active;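 active = over 50% inhibition of intestinal alkaline phosphatase at 20 µM in the single-dose screen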
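test system = bovine IAP enzyme | medium = DEA buffer 100 mM, pH 9.8, with MgCl2 1.0 mM, ZnCl2 0.02 mM | detection = luminescence | dosing = single compound dose of 20 µM, 2% DMSO final | incubation = 30 min reaction at room temperature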
TNAP inh hiacc – blocks human TNAP under high phosphate acceptor concentration | purified TNAP, CDP-star luminescence, 1 M DEA | inhibition, % at 20 µM | 200,000 tested, 0.03% active | AID 1135;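 active = over 50% inhibition of tissue-nonspecific alkaline phosphatase at 20 µM in the single-dose screen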;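 note: plate controls were DMSO wells for no effect and EDTA-quenched wells as full inhibition for full effect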
TNAP act hiacc – TNAP (human) activation, high acceptor; P05186; purified TNAP, CDP-star luminescence, 1 M DEA, 30 min; stronger effect = higher value; 0 = EDTA background, 1 = DMSO-only activity; activation factor at 20 µM; 200,000 tested, under 10 active;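 active = activation factor at least 2 at 20 µM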
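Dosing: 20 µM single point. System: human TNAP. Amount: TNAP 1/800 final. Incubation: 30 min, room temperature. Read-out: TNAP activation factor scaled between EDTA and DMSO control wells. Signal: luminescence from CDP-star hydrolysis. Medium: 1 M DEA, pH 9.8, Mg2+, Zn2+. Control set: EDTA negative control, DMSO positive control.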
Numbers without * were called inactive. Outcome played no part in choosing rows; about 10% have a hit in one of these screens.

SMILES	Diaphorase act	PMI act	Diaph inh CS	bIAP act	L major viab	PMI act hi M6P	TNAP inh noacc	bIAP inhibitor	TNAP inh hiacc	TNAP act hiacc
CC(=O)Cn1c(CN2CC(C)CC(C)C2)nc2c1c(=O)n(C)c(=O)n2C (stereo unspecified)	0.9	1	10	1	-2	1	-6	2	-1	1
CCN1CCN(C(=O)c2cc(COc3ccc4ncccc4c3)on2)CC1	0.9	0.8	13	1.2	8	0.8	-2	-16	-2	1
O=C1CCCc2oc3c(c21)CCCC3	0.8	1	16	0.9	-3	0.9	-15	6	-4	1
Cc1ccc(N(CC(=O)NCCSc2ccccn2)S(=O)(=O)c2ccc(F)cc2)cc1	0.8	0.9	20	0.9	25	0.9	-9	6	-2	1
CCCCNC(=O)CC1SC(=NCC)N(CC)C1=O (stereo unspecified)	0.9	0.9	13	0.7	0	0.9	-9	34	-4	1
O=C(Nc1cccnc1)Nc1cc(Cl)cc(Cl)c1	0.7	0.9	32	1.1	29	0.9	-8	-6	-5	1.1
CS(=O)(=O)N(C(=O)NC(=O)NC1CCS(=O)(=O)C1)C1CCCCC1 (stereo unspecified)	0.9	1	12	0.9	-7	1	-18	10	-4	1
Cc1cccc(-n2cc(CN3CCCN(C=O)CC3)c(-c3cccc(F)c3)n2)c1	0.8	0.9	16	1	32	0.9	-6	1	-7	1.1
O=C(CSCc1ccc(Cl)cc1Cl)Nc1c[nH]c(=O)[nH]c1=O	0.9	0.9	6	1	-9	0.9	-13	0	-2	1
Cc1cc(C)nc(NC(=S)Nc2cccc(Cl)c2Cl)c1	1.1	0.9	-14	1.1	1	1	-121	-10	-5	1.1
O=C(NNC(=O)[C@H]1CC=CC[C@H]1C(=O)O)c1ccc(Cl)cc1Cl	0.9	0.9	9	1.2	-12	0.9	1	-25	0	1
CCC1CCc2c(sc(NC(=O)c3cccnc3)c2C(N)=O)C1 (stereo unspecified)	0.9	1	5	0.9	5	1	-11	6	-4	1
O=C(O)/C=C/c1ccc(OCCCF)cc1	0.9	1.1	5	1	-6	1.1	-1	0	-6	1.1
CCOC(=O)c1c(NC(=O)CCC(=O)O)sc2c1CCCCC2	1	0.7	1	0.9	-6	0.9	-13	12	-4	1
Cc1cccc(/C(N)=N/OC(=O)Cc2cccc3ccccc23)c1	0.7	0.8	27	1.1	4	0.8	-15	-6	-8	1.1
Cc1cccc(C)c1NC(=O)CC1SC2=NCCN2C1=O (stereo unspecified)	0.8	0.8	18	1	21	0.9	-12	3	-5	1.1
CCOc1cc(C2C3=C(CCCC3=O)Nc3ccc4ncccc4c32)ccc1O (stereo unspecified)	0.8	1.1	15	1.1	-1	0.7	3	-13	-1	1
Cc1[nH]c2ccc(S(N)(=O)=O)cc2c1C	0.8	1	17	0.9	-3	0.9	-6	8	-4	1
COc1ccc(CNC(=O)COc2ccc(F)cc2)cc1	0.9	1	9	1	-8	1	-7	4	-7	1.1
CCSc1nnc(NC(=O)COc2ccccc2[N+](=O)[O-])s1	1	1.1	-4	1	2	1.1	-2	2	2	1
COc1ccc(Br)cc1CNC(=O)C1CCN(C(=O)N(C)C)CC1	0.9	1	8	0.9	2	0.9	-5	7	-2	1
CCOC(=O)N1CCN(S(=O)(=O)c2ccc(OC)c(OC)c2)CC1	0.8	0.9	18	0.9	1	0.9	-12	12	-4	1
Cc1nc(SCC(=O)NC(=O)NC2CCCCC2)nc(C)c1C	1	1.1	5	1	3	1	-4	3	-3	1
O=C(/C=C/c1cn(-c2ccccc2)nc1-c1cccc(Cl)c1)N1CCN(c2ccccn2)CC1	0.8	0.9	16	0.9	38	1	-1	7	-4	1
CCC1(C)CC(CCNS(=O)(=O)c2ccc(C)cc2)(c2ccc(C)cc2)CCO1 (stereo unspecified)	0.8	0.9	17	1.1	52*	0.8	-3	-8	1	1
COc1ccc(/C=C/C2=CCN(Cc3ccc(OC)cc3)CC2)cc1	1.1	1.1	-6	0.9	91*	1.2	0	8	-4	1
COc1ccc(S(=O)(=O)N(CCCN2CCOCC2)Cc2cccc(OC)c2OC)cc1	1	1.1	4	1	4	1.1	-14	4	-4	1
Cc1cc2c(ncn2C)c(NS(=O)(=O)c2ccc(F)cc2)c1C	1	1	1	1.1	7	1.1	-7	-7	-1	1
COc1ccc(C(=O)Nc2ccc(S(=O)(=O)N3CCCC3)cc2)cc1	0.9	0.9	14	0.8	15	1	-13	16	-4	1
CCc1nnc(NCC(=O)N2CCc3ccccc32)s1	0.9	1.1	8	1.3	-1	2.2*	-8	-31	2	1
CCC(CC)NC(=O)c1cc(OC)c(OC)c(OC)c1	0.8	1	19	1	-8	0.8	-3	1	-5	1.1
COc1ccccc1N=c1oc2cc(O)ccc2cc1C(N)=O	0.7	0.9	26	0.9	16	0.9	2	10	2	1
O=C(c1ccccc1)N(C1=NCCCCS1)c1ccccc1	0.9	0.9	9	1.2	-5	0.9	-11	-16	-2	1
CSc1ccccc1C(=O)NC1CCCC1	1	1	-4	1	-4	1.1	-16	4	-2	1
Cc1cc(CN2CCCC(CO)(Cc3cccc(Cl)c3)C2)n[nH]1 (stereo unspecified)	1	1	4	1.2	29	1	-3	-20	-5	1.1
CCOC(=O)C1(Cc2ccccc2)CCN(Cc2cccn2-c2nccs2)CC1	1.1	0.9	-8	1	7	1	-5	-1	-8	1.1
COc1ccccc1C(=O)C1CCCN(C(=O)CCC(=O)c2ccccc2)C1 (stereo unspecified)	1	0.9	4	0.9	2	0.9	-2	7	-2	1
CCNC(=S)N1CCC(c2nc3ccccc3s2)CC1	0.9	0.9	9	1.1	-3	1	-5	-8	1	1
O=C(/C=C/Nc1ccc(F)c(F)c1)c1ccc(Br)cc1	1	1.1	1	1	-7	1.1	-10	2	-5	1.1
CCOC(=O)/C(C(N)=NCc1ccco1)=C(/O)c1ccccc1	1	0.9	2	0.9	6	1	-8	14	1	1
Cc1ccc(C(=O)Nc2nc(=O)n(C)s2)cc1	0.9	0.9	11	1	-5	1	-4	-2	0	1
COc1cccc(/C=N/NC(N)=S)c1OCc1ccccc1Cl	0.8	1	22	1	30	1.1	-4	0	-4	1
CC(C)(C)C(=O)CSc1ncnc2sc3c(c12)CCC3	0.9	1.1	6	1.1	10	1	-4	-8	4	1
CCN(C(=O)c1cn(C)c(=O)c2cc(OC)c(OC)cc12)c1cc(C)ccc1C	1	1	0	1	11	1	-9	-2	-6	1.1
CC(C)(C)NC(=O)C(c1ccccn1)N(C(=O)C1CSC(=O)C1)c1ccc(F)cc1 (stereo unspecified)	1	1	3	0.9	-5	1.1	-6	8	1	1
COc1ccc(N=Cc2ccc(CNS(=O)(=O)c3ccc(Cl)cc3)o2)cc1	0.9	1.1	14	0.9	0	0.8	2	7	-3	1
O=C(CSc1ncn(-c2ccccc2)n1)N1CCc2ccccc21	0.9	0.9	13	0.9	0	0.9	-5	7	2	1
CC(C)OCCCNC(=O)C1CCC(CNS(=O)(=O)c2ccc(Cl)cc2)CC1 (stereo unspecified)	0.9	1	9	0.9	-5	1	-8	7	-2	1
CCOc1ccc(NC(=O)C[n+]2ccc(N(C)C)cc2)cc1	1	0.9	-3	0.9	-2	1	-44	8	0	1
Cc1ccc(-c2nnc(SCCC(=O)N3CCOCC3)o2)cc1	1.1	1.2	-8	1.1	-5	1.2	-12	-13	-3	1
(cont.)
SMILES	Diaphorase act	PMI act	Diaph inh CS	bIAP act	L major viab	PMI act hi M6P	TNAP inh noacc	bIAP inhibitor	TNAP inh hiacc	TNAP act hiacc
CCc1noc(C)c1C(=O)NCCc1ccc(OC)c(OC)c1	0.9	1	7	0.9	-9	1.1	-16	10	-6	1.1
COc1cc2nc(SCC(N)=O)n(CCC3=CCCCC3)c(=O)c2cc1OC	0.9	0.9	8	0.9	1	1	-6	13	0	1
CCOC(=O)C1C(=O)NCC1c1ccccc1 (stereo unspecified)	1	1	-5	1	-6	1.1	-10	-4	-4	1
CCCOc1ccc(Oc2cc(C)nc(SC)n2)nn1	1.1	1	-5	1	2	1.1	-3	-3	2	1
CCCCCN=CC1=C(O)CC(c2ccccc2)CC1=O (stereo unspecified)	0.9	1	8	1	-7	1	-4	4	1	1
Cc1nn(C)c(C)c1S(=O)(=O)N1CCCC(C(=O)NCCc2ccc(Cl)cc2)C1 (stereo unspecified)	0.8	0.8	16	1	-10	0.8	-14	0	0	1
Cc1c(O)ccc(C(=O)COc2ccccc2F)c1O	0.8	1	15	0.9	-5	0.9	-1	10	-3	1
COc1ccc(OCc2nnc(SCC(N)=O)n2-c2ccccc2OC)cc1	0.9	1	7	1	0	1	-14	5	-5	1.1
CCOC(=O)C1=NNC(C(=O)c2ccc(OC)cc2)C1c1ccccc1 (stereo unspecified)	0.9	1	10	1	3	1	-10	0	-8	1.1
Cc1cccc(N(C)c2cc(C)nc3ncnn23)c1	0.9	1.1	9	0.9	-7	1.1	-2	14	-2	1

Brought forward from above: five entries; new compounds follow.
SMILES	Diaphorase act	PMI act	Diaph inh CS	bIAP act	L major viab	PMI act hi M6P	TNAP inh noacc	bIAP inhibitor	TNAP inh hiacc	TNAP act hiacc
Cc1nn(C)c(C)c1S(=O)(=O)N1CCCC(C(=O)NCCc2ccc(Cl)cc2)C1 (stereo unspecified)	0.8	0.8	16	1	-10	0.8	-14	0	0	1
Cc1c(O)ccc(C(=O)COc2ccccc2F)c1O	0.8	1	15	0.9	-5	0.9	-1	10	-3	1
COc1ccc(OCc2nnc(SCC(N)=O)n2-c2ccccc2OC)cc1	0.9	1	7	1	0	1	-14	5	-5	1.1
CCOC(=O)C1=NNC(C(=O)c2ccc(OC)cc2)C1c1ccccc1 (stereo unspecified)	0.9	1	10	1	3	1	-10	0	-8	1.1
Cc1cccc(N(C)c2cc(C)nc3ncnn23)c1	0.9	1.1	9	0.9	-7	1.1	-2	14	-2	1
O=C(OCc1ccccc1Cl)c1cccnc1Cl	1	1	4	0.8	-15	1	-10	17	-5	1
CCOC(=O)CN1CC23C=CC(O2)C(C(=O)Nc2ccc(F)cc2)C3C1=O (stereo unspecified)	0.9	1	5	1	1	1	-11	4	-1	1
Cc1c(Br)c([N+](=O)[O-])nn1CC(=O)NCCc1ccc(Cl)cc1	0.8	1	15	1	1	0.9	-10	-4	-3	1
O=C(Cc1ccccc1[N+](=O)[O-])Nc1ccccc1C(=O)N1CCOCC1	0.9	1	10	1.1	-4	1	-11	-7	-8	1.1
